USP30 inh: inhibitors of human USP30 deubiquitinase | purified USP30, Ub-rhodamine cleavage fluorescence | inhibition, % at 25 µM | 5.3% of 47,000 active | AID 1645860, 2021
Target sequence (Q70CQ3 whole entry, looked up): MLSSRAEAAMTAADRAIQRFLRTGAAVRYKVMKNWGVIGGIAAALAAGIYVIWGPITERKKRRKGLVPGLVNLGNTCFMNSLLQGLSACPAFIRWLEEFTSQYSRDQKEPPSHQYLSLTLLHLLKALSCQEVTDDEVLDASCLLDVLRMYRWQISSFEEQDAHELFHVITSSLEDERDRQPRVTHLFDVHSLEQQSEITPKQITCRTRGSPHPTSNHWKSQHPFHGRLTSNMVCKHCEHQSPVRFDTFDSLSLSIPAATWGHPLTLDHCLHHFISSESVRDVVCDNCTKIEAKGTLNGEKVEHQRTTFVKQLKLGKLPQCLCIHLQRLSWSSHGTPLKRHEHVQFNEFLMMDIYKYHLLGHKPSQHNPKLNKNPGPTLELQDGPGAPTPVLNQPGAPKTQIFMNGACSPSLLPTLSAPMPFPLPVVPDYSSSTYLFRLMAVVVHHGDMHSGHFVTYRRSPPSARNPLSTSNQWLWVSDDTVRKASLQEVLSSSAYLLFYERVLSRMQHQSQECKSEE
USP28 block: inhibitors of human USP28 deubiquitinase | Ubiquitin carboxyl-terminal hydrolase 28 (Homo sapiens), Q96RU2 | purified USP28, Ub-rhodamine cleavage fluorescence, 30 min | inhibition, % at 25 µM | 3% of 47,000 active
USP10 inh: inhibitors of human USP10 deubiquitinase. Ubiquitin carboxyl-terminal hydrolase 10 (Homo sapiens), Q14694. purified USP10, Ub-rhodamine fluorescence, 60 min. inhibition, % at 20 µM. 1.1% of 47,000 active
USP7 inh: inhibitors of human USP7 deubiquitinase; 0.3% of 47,000 active; Ubiquitin carboxyl-terminal hydrolase 7 (Homo sapiens), Q93009; purified USP7, Ub-rhodamine cleavage fluorescence; inhibition, % at 20 µM
USP8 block: inhibitors of human USP8 deubiquitinase; AID 1645853, 2021; inhibition, % at 20 µM; 4.2% of 47,000 active; purified USP8, Ub-rhodamine cleavage fluorescence, 30 min; Ubiquitin carboxyl-terminal hydrolase 8 (Homo sapiens), P40818
OTUD3 inh: inhibitors of human OTUD3 deubiquitinase | OTU domain-containing protein 3 (Homo sapiens), Q5T2D3 | purified OTUD3, Ub-rhodamine fluorescence, 2 h | inhibition, % at 25 µM | 0.7% of 47,000 active | AID 1645858, 2021
Target sequence (Q5T2D3 whole entry, looked up, the tested form may be a part): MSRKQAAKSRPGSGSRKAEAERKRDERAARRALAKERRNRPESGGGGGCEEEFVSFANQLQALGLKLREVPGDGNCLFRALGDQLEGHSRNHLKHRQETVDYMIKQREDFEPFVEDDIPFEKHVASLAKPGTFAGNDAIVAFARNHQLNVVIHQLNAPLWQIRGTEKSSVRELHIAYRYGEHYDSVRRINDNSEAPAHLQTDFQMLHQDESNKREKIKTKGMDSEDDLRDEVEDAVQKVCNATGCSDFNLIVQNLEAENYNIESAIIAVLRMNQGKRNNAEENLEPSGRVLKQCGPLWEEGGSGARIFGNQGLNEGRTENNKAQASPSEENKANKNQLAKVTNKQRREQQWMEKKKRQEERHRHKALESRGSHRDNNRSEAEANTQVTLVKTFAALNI
USP17 inh: inhibitors of human USP17 deubiquitinase | inhibition, % at 50 µM | AID 1645855, 2021 | 6.5% of 47,000 active | purified USP17, Ub-rhodamine cleavage fluorescence, 3 h
UCHL1 inh: inhibitors of human UCHL1 deubiquitinase; inhibition, % at 20 µM; purified UCHL1, Ub-rhodamine cleavage fluorescence; 0.2% of 47,000 active
Numbers without * were called inactive; / = no result given. Cut-off read from the data, not from the text of the source: active = inhibition above about 30%; inactive = the rest.

#	molecule	USP30 inh	USP28 block	USP10 inh	USP7 inh
1	CCc1ccccc1NC(=O)C(C)n1c(=O)cc(-c2ccccc2)c2c(C)nn(C)c21 (stereo not drawn)	13	-3	7	0
2	O=C(O)[C@H](Cc1ccccc1)NC(=O)C1(c2ccccc2)CCN(C(=O)[C@@H]2Cc3ccccc3CN2)CC1	14	5	-2	-1
3	CCCCCCCCCC(CCCCCCCCCC(=O)O)O[C@H]1O[C@@H](COC(C)=O)[C@H](O)[C@@H](OC(=O)CC(=O)O)[C@H]1O (stereo partly drawn)	47*	35*	41*	-43
4	Cc1ccc(-n2nnnc2-c2cnc(C)nc2-c2ccc(Cl)cc2)cc1	1	-5	-1	4
5	CNc1nc2c(c(=O)n1C)CN(C(=O)Nc1ccc(C(C)(C)C)cc1)CC2	-1	0	1	2
6	Cc1occ2c1C(=O)c1c(O)ccc(O)c1C2	57*	89*	89*	99*
7	Cc1nc2nc(NC(=O)C3CCCCC3)[nH]n2c(=O)c1Cc1ccccc1	29	9	4	6
8	CN1CCN(c2cc(C(C)(C)C)nc(-c3ccccn3)n2)CC1	7	18	0	-33

#	USP8 block	OTUD3 inh	USP17 inh	UCHL1 inh
1	-3	1	-3	0
2	-10	17	11	0
3	7	21	33*	2
4	-12	-5	-1	4
5	-4	-13	-19	1
6	84*	94*	95*	97*
7	24	11	16	1
8	16	6	21	1

(list continues)
#	molecule	USP30 inh	USP28 block	USP10 inh	USP7 inh
9	Cn1c(=O)cc(SCC(=O)NCc2ccc3c(c2)OCO3)c2ccccc21	-8	-6	0	0
10	O=C(CCn1cnnn1)N1C[C@@H](O)[C@H](N2CCc3ccccc3C2)C1	0	2	-3	1
11	COCC(C)Nc1nc2cc(C)nn2c2ccccc12 (stereo not drawn)	/	/	-2	2
12	CS(=O)(=O)N(CC(=O)O)[C@@H]1C[C@@H]2CO[C@H](c3ccccc3)C[C@@H]2C1	-4	-1	0	3
13	COc1cnc(CSc2ncccn2)cc1OCC(=O)Nc1c(C)cc(C)cc1C	0	-9	-2	-6
14	O=C(Nc1nccs1)C1c2ccccc2C(=O)N(c2ccccc2)C12CCCCC2 (stereo not drawn)	-8	-10	-7	0
15	CCn1nnc2cc(-c3noc(CNC(=O)c4cccs4)n3)ccc21	-15	0	-5	-2
16	O=C(NCCc1ccc(Cl)cc1)c1cnc2sccn2c1=O	24	21	-1	-2

#	USP8 block	OTUD3 inh	USP17 inh	UCHL1 inh
9	-24	-2	-7	-1
10	6	1	0	0
11	2	1	-1	3
12	-20	8	4	1
13	-69	-2	-23	-3
14	-17	-3	34*	-2
15	-234	-5	-42	-5
16	6	13	8	0

Remaining list, next part:
#	molecule	USP30 inh	USP28 block	USP10 inh	USP7 inh
17	O=c1c2cnc(N3CCCCC3)nc2ccn1CC1CCCO1 (stereo not drawn)	0	-1	-1	0
18	CCC1CCCCN1C(=O)c1cc2c(=O)n3ccccc3nc2n1CCCOC (stereo not drawn)	-29	-5	0	-4
19	O=C(NCc1cccnc1)c1cc(C2CC2)nc2ccccc12	-7	-5	-1	-3
20	N=C1C(c2nc3ccccc3s2)=C(O)CN1Cc1ccc(F)cc1	18	-19	9	3
21	COc1ccc(C(CNc2ncnc3sccc23)N2CCOCC2)cc1 (stereo not drawn)	-48	-17	-7	-15
22	COc1ccc(Cl)c(NC(=O)C2CC(=O)Nc3cc(C)nn32)c1 (stereo not drawn)	12	8	-6	-4
23	CCOc1ccc(C(=O)N2CCn3ncnc3C2)o1	6	6	1	5
24	Cc1ccc(CNC(=O)NC2CCN(c3ccccc3)C2=O)cc1 (stereo not drawn)	33*	9	6	9

#	USP8 block	OTUD3 inh	USP17 inh	UCHL1 inh
17	1	1	2	-1
18	-25	-5	1	-2
19	8	0	0	-4
20	33*	-1	51*	-3
21	-14	-17	-14	-16
22	14	8	15	-1
23	21	7	10	5
24	32*	16	8	3

Continuation.
#	molecule	USP30 inh	USP28 block	USP10 inh	USP7 inh
25	Cc1cc(C)n(CCC(=O)N2CC=C(n3c(C)nc(=O)c4ccccc43)CC2)n1	-92	-39	-8	-4
26	COc1ccc(-c2nn(-c3ccccc3)cc2C(=O)N2CCN(CCN3CCCC3)CC2)cc1	-44	-26	-9	-4
27	Cc1nn(-c2ccc(Cl)cc2)c2[nH]c(=O)c(CNCCN(C)C)cc12	-95	-31	-9	-4
28	Cn1c(SC/C=C/c2ccccc2)nnc1-c1ccccn1	24	15	4	4
29	c1ccc(COC2C[C@@H]3CN(Cc4nccs4)C[C@@H]3C2)cc1 (stereo partly drawn)	7	13	-2	-2
30	Cc1nc(N2CCOCC2)nc2c1COCC21CCN(Cc2ccc(F)cc2)C1 (stereo not drawn)	16	20	0	-1
31	COc1ccccc1NC(=O)N(C1=NCCC1)c1ccc(C)cc1	12	-11	3	3
32	O=C(/C=C/c1ccc(Cl)cc1)N(Cc1ccccc1)C1CCS(=O)(=O)C1 (stereo not drawn)	-26	-6	6	-157

#	USP8 block	OTUD3 inh	USP17 inh	UCHL1 inh
25	-7	-25	-30	-8
26	-13	-19	2	-4
27	53*	-17	0	-4
28	0	9	-16	2
29	11	12	6	0
30	-1	5	-2	3
31	4	4	-4	0
32	-42	-13	/	0

Reprinted at random: five compounds from above
#	molecule	USP30 inh	USP28 block	USP10 inh	USP7 inh
30	Cc1nc(N2CCOCC2)nc2c1COCC21CCN(Cc2ccc(F)cc2)C1 (stereo not drawn)	16	20	0	-1
28	Cn1c(SC/C=C/c2ccccc2)nnc1-c1ccccn1	24	15	4	4
26	COc1ccc(-c2nn(-c3ccccc3)cc2C(=O)N2CCN(CCN3CCCC3)CC2)cc1	-44	-26	-9	-4
32	O=C(/C=C/c1ccc(Cl)cc1)N(Cc1ccccc1)C1CCS(=O)(=O)C1 (stereo not drawn)	-26	-6	6	-157
25	Cc1cc(C)n(CCC(=O)N2CC=C(n3c(C)nc(=O)c4ccccc43)CC2)n1	-92	-39	-8	-4

#	USP8 block	OTUD3 inh	USP17 inh	UCHL1 inh
30	-1	5	-2	3
28	0	9	-16	2
26	-13	-19	2	-4
32	-42	-13	/	0
25	-7	-25	-30	-8

The results go on.
#	molecule	USP30 inh	USP28 block	USP10 inh	USP7 inh
33	COc1cc(C(C)=O)cc(OC)c1OC	-18	-1	-3	2
34	O=C1NCCCCC1NS(=O)(=O)c1ccc2c(c1)OCCCO2 (stereo not drawn)	9	-3	-1	0
35	CCS(=O)(=O)N1CCCC(c2nc(C)c3c(n2)N(Cc2ccc(F)cc2)C(=O)C3)C1 (stereo not drawn)	-182	-20	-12	-12
36	Cc1ccc(CCNC(=O)c2nn(C34CC5CC(CC(C5)C3)C4)cc2[N+](=O)[O-])cc1	47*	23	17	14
37	COc1ccc(NC(=O)C(C)Oc2cc(C(F)(F)F)c3c(C)nn(C)c3n2)c(OC)c1 (stereo not drawn)	10	8	0	2
38	Cc1cc2nc(NCC3CCCO3)c3ccccc3n2n1 (stereo not drawn)	3	-3	2	0
39	O=C(CC1(c2ccc(Cl)cc2)C2CC3CC(C2)CC1C3)NCCO (stereo not drawn)	7	0	0	-28
40	Cc1cc(Nc2ccccn2)nc(C2CCCN(C(=O)c3cccnc3)C2)n1 (stereo not drawn)	4	-2	2	-3

#	USP8 block	OTUD3 inh	USP17 inh	UCHL1 inh
33	2	-1	-17	0
34	-2	0	/	1
35	25	-16	-6	-3
36	-19	27	9	7
37	2	6	2	2
38	-10	0	-16	-4
39	-1	0	-1	2
40	8	-1	3	-4

Further compounds
#	molecule	USP30 inh	USP28 block	USP10 inh	USP7 inh
41	COc1ccc(C(=O)Nc2ccc3c(N4CCOCC4)ncnc3c2)cc1	-19	3	-1	-1
42	CCc1ccc(NC(=O)N2C[C@H]3C[C@H]4[C@](C2)(CN(Cc2ccncc2)S4(=O)=O)O3)cc1	-2	-4	0	0
43	COc1cc(O)c2c(c1)COC(=O)c1c(O)cc(C)cc1O2	9	13	1	1
44	O=C(CCOc1ccccc1F)N1CCC(c2cnccn2)CC1	-22	-8	1	-5
45	O=C(NCCCc1ccccc1)C1CCN(c2nc3ccc(Br)cc3[nH]2)CC1	-19	-18	3	-13
46	Cc1cccc(NC(=O)CCc2nnc3ccc(NCc4ccc5c(c4)OCO5)nn23)n1	-10	-10	0	-3
47	COc1cccc2cc(-c3csc(N)n3)oc12	-22	18	0	-6
48	CCOc1ncccc1C(=O)Nc1ccnn1Cc1ccc(OC)c(OC)c1	1	3	-1	-1

#	USP8 block	OTUD3 inh	USP17 inh	UCHL1 inh
41	8	-12	-12	0
42	-15	-1	-7	-3
43	-6	17	5	1
44	-1	-5	0	-2
45	2	-11	-19	0
46	-9	-5	9	-1
47	-19	-12	-10	-2
48	21	-1	4	-1

(continued)
#	molecule	USP30 inh	USP28 block	USP10 inh	USP7 inh
49	O=C(CC1CCN(C(=O)Nc2ccccc2)CC1)N1CCCCC1	12	2	1	1
50	Cc1nc2c(C)cccn2c(=O)c1NC(=O)COc1ccc(Cl)cc1	17	-8	0	0
51	Cc1cc2nc(C)c(C/C=C/c3ccccc3)c(=O)n2[nH]1	35*	10	4	5
52	COc1cc(NC(=O)Cn2nc(C(C)C)c(-c3cc(C)no3)cc2=O)cc(OC)c1	32*	38*	9	1
53	NC(=O)c1ccc2c(c1)nc1n2CCN(Cc2ccco2)C1	-71	-20	-3	-2
54	O=C(NCCCN1CCOCC1)C1CCCN(c2ncnc3nc[nH]c23)C1 (stereo not drawn)	23	7	5	2
55	CSc1ccccc1NC(=O)c1ccc2c(c1)-c1ccccc1S(=O)(=O)N2C	24	11	8	9
56	O=C(C1CC1)N1CCCC(c2ccnc(Nc3ccccc3)n2)C1 (stereo not drawn)	-14	-5	-2	-3

#	USP8 block	OTUD3 inh	USP17 inh	UCHL1 inh
49	1	0	7	1
50	0	1	11	0
51	-36	11	22	1
52	-3	12	31*	-1
53	-7	-15	-6	-5
54	1	11	15	3
55	15	3	14	3
56	-4	-4	-8	0

(continued)
#	molecule	USP30 inh	USP28 block	USP10 inh	USP7 inh
57	Cc1ccc(-c2cc(=O)n(CC(=O)Nc3ccc(C(C)C)cc3)cn2)cc1	48*	-9	42*	18
58	Nc1nc2ccc(NC(=O)c3ccccc3)cc2s1	29	15	3	4
59	Cc1cc(CCC2CN(C(=O)c3ccc4n[nH]nc4c3)CCO2)ncn1 (stereo not drawn)	-13	-9	-2	0
60	CC1=CC=CN2C(=O)C(Cc3ccccc3F)(NC(=O)c3ccccc3)N=C12 (stereo not drawn)	1	-161	2	3
61	O=C(NCc1ccc2c(c1)OCO2)c1nc(-c2ccccc2)n(-c2ccccc2)n1	55*	6	15	10
62	CCOC(=O)c1cc(S(=O)(=O)NCC2CCN(Cc3cccc(C)c3)CC2)cn1C	-43	-6	-8	-3
63	Cc1cccc(O)c1C(=O)OC(C)c1cccc2nc3c(C(=O)O)cc4c(c3nc12)C(C)c1cccc2c1N4c1cccc(C(=O)O)c1N2 (stereo not drawn)	101*	100*	99*	100*
64	Cc1c(S(=O)(=O)N2CCC(C)CC2)cc(C(=O)N2CCCCC2)n1C	0	-4	2	-1

#	USP8 block	OTUD3 inh	USP17 inh	UCHL1 inh
57	34*	9	38*	-5
58	3	10	3	3
59	-5	-7	-2	0
60	0	-6	-3	-2
61	2	17	18	0
62	-4	-10	-20	-3
63	95*	101*	100*	95*
64	-2	-3	2	-1

Next section:
#	molecule	USP30 inh	USP28 block	USP10 inh	USP7 inh
65	O=C(c1cccc2ncccc12)N1CCC2(CC(Nc3ccncn3)C2)C1 (stereo not drawn)	-35	-8	-3	1
66	Cn1ccnc1C(NC(=O)C1CC1)c1ccc(F)c(F)c1 (stereo not drawn)	20	13	0	1
67	CC(=O)Nc1nsc(N2CCC(C(=O)NCc3ccc(F)cc3Cl)CC2)n1	20	20	0	0
68	CS(=O)(=O)C1Cc2ccccc2CN1C(=O)Nc1ccc([N+](=O)[O-])cc1 (stereo not drawn)	8	5	5	-50
69	O=C1NC(Cc2ccccc2)(c2ccccc2)C(=O)N1Cc1nnc(-c2ccc(Cl)cc2)o1 (stereo not drawn)	12	-1	2	-4
70	Cn1cc(-c2ccncc2)cc1C(=O)NC1CCN(Cc2ccccc2)CC1	25	10	-2	11
71	Cc1ccc(S(=O)(=O)N2CCCn3c(CN4CCCCC4)nnc3C2)cc1	-3	-7	0	-3
72	O=C(COc1ccccc1-c1nnc(-c2ccccc2)o1)NCc1ccc(F)cc1	23	11	3	4

#	USP8 block	OTUD3 inh	USP17 inh	UCHL1 inh
65	-5	-12	-7	-1
66	2	8	18	1
67	4	14	13	0
68	-73	6	-19	4
69	-32	-1	0	-3
70	-27	9	-1	2
71	-274	2	-33	2
72	56*	13	22	3

Other results.
#	molecule	USP30 inh	USP28 block	USP10 inh	USP7 inh
73	COCCCNC(=O)c1noc2c1CCc1sccc1-2	/	/	-1	2
74	Cc1ccc(NC(=O)CSc2nnc(-c3cccnc3)o2)cc1F	22	16	-1	2
75	N#Cc1cccc(C(=O)Nc2ccc3c(N4CCCC4)ncnc3c2)c1	9	-1	-2	-10
76	COc1cc(O)c2c(c1)C1=CC(=O)C(O)=C[C@]1(C)OC2=O	48*	36*	29	1

#	USP8 block	OTUD3 inh	USP17 inh	UCHL1 inh
73	-5	2	7	2
74	5	17	14	0
75	0	8	1	1
76	14	41*	46*	9

Screens from PubChem.
